Assay outcomes deposited in PubChem BioAssay by Sanford-Burnham Center for Chemical Genomics.
ATG4B inh: ATG4B protease inhibitors, primary screen, biochemical, fluorescence, uHTS; Cysteine protease ATG4B (Homo sapiens), Q9Y4P1; ATG4B cleavage of LC3-PLA2, NBD-HPC fluorescence, 1 h; inhibition, % at 8.33 µM; 0.51% of 340,000 active; AID 504462, 2011; in the data active = inhibition above about 40%
Target sequence (Q9Y4P1 whole entry, looked up): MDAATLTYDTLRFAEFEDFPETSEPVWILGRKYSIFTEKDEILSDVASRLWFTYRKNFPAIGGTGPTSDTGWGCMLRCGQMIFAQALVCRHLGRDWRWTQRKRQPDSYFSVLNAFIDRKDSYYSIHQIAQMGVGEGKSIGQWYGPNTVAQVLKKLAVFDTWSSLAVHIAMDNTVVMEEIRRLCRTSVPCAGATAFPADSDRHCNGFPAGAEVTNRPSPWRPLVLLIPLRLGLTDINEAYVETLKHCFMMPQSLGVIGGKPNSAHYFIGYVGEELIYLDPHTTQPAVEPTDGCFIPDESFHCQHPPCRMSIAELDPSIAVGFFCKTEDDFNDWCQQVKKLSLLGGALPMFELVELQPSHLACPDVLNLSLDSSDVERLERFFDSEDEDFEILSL
SENP6 block: SENP6 protease inhibitors, primary screen, biochemical, luminescence, uHTS | inhibition, % at 10 µM | 1.8% of 330,000 active | Sentrin-specific protease 6 (Homo sapiens), Q9GZR1 | Recombinant SENP6 catalytic domain, aminoluciferin luminescence;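 active = inhibition above about 50% at the single tested dose, limit read from the data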;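 note: plate controls were DMSO wells with enzyme for no effect and DMSO wells lacking enzyme for full effect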
HKDC1 inhibitor: HKDC1 hexokinase inhibitors, primary screen, biochemical, fluorescence, uHTS. Q2TB90. recombinant HKDC1, G6PDH/diaphorase resazurin coupled fluorescence. inhibition, % at 20 µM. 0.16% of 340,000 active;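 active = inhibition above about 35% when tested at 20 µM, limit read from the data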;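 note: plate controls were DMSO wells with enzyme for no effect and DMSO wells lacking enzyme for full effect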
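Assay system: in-house recombinant HK5 (HKDC1) enzyme. Input: HKDC1 at 5 µg/mL. Medium: Tris pH 8.0 buffer with MgCl2, Tween-20, BSA, BME. Dosing: single 20 µM dose. Schedule: 90 min reaction incubation at room temperature, dark. Signal: resazurin-to-resorufin fluorescence via G6PDH and diaphorase coupling, 525/613 nm. Controls: DMSO-enzyme wells negative, buffer-substituted wells positive.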
MPTP inh: mitochondrial permeability transition pore inhibitors, primary screen, biochemical, isolated mouse mitochondria, absorbance | Ca2+ swelling absorbance, 30 min | inhibition, % at 10 µM | 1.4% of 360,000 active;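 active = inhibition of 50% or more, scaled per plate between neutral and stimulator controls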;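 note: 0% = DMSO wells given calcium and 100% = 1 mM EGTA wells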
PfG6PD inh: PfG6PD enzyme inhibitors, primary screen, biochemical, fluorescence intensity, uHTS; glucose-6-phosphate dehydrogenase-6-phosphogluconolactonase (Plasmodium falciparum 3D7); PfGluPho enzyme, NADPH resazurin-diaphorase fluorescence; inhibition, % at 20 µM; 0.78% of 350,000 active; AID 504690, 2011;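 active = inhibition reaching at least a set limit at 20 µM in the primary screen, cut at about 59% in these data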;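 note: 0% = DMSO wells with substrate and 100% = DMSO wells lacking glucose-6-phosphate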
SENP8 inh: human SENP8 protease inhibitors, primary screen, biochemical, fluorescence, Nedd8 protein substrate, uHTS | 0.64% of 360,000 active | recombinant SENP8 | Sentrin-specific protease 8 (Homo sapiens), Q96LD8 | inhibition, % at 20 µM; in the data active = inhibition mostly above about 40%, no sharp cut-off; inactive = mostly below about 27%
Target sequence (Q96LD8 whole entry, looked up): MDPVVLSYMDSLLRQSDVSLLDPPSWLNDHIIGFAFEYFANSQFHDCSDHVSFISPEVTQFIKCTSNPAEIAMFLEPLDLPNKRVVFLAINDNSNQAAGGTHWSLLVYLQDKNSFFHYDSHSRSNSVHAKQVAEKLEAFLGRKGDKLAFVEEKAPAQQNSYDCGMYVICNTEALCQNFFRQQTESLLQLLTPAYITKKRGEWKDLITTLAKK
SENP7 block: SENP7 protease inhibitors, primary screen, biochemical, luminescence, uHTS; recombinant SENP7, Z-RLRGG-aminoluciferin luminescence, 40 min; inhibition, % at 5 µM; 1.5% of 330,000 active; AID 434973, 2010;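 active = inhibition above about 50% at the single test dose, limit read from the data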;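 note: plate controls were DMSO with enzyme for no effect and no enzyme buffer wells for full effect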
Target sequence (Q9BQF6 706-1050 limits assumed): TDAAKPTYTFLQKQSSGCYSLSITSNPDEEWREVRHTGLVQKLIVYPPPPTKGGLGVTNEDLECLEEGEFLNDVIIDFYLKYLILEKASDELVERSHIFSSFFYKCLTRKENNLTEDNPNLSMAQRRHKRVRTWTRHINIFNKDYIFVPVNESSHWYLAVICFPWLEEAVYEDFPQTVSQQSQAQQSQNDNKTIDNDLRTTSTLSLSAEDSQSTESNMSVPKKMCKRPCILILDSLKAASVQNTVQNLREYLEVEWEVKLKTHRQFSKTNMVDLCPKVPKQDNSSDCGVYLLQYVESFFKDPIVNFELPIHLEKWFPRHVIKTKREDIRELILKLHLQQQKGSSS
NR3A LBD binder: binders of NR3A ligand-binding domain, primary screen, biophysical, differential scanning fluorimetry, uHTS | NR3A LBD differential scanning fluorimetry, Tm shift; 0% = protein alone, 100% = glycine-bound protein | Tm shift relative to glycine control, % at 25 µM | 2.5% of 340,000 active | AID 1259313, 2017;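 active = melting temperature shift of at least 10% of the positive control shift, at one fixed dose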
* marks the source's active call; other numbers are inactive results; / = not tested or not shown.

structure | ATG4B inh | SENP6 block | HKDC1 inhibitor | MPTP inh | PfG6PD inh | SENP8 inh | SENP7 block | NR3A LBD binder
CCc1cc2c(=O)c(-c3nc4ccccc4[nH]3)coc2cc1OC(=O)N1CCOCC1 | 3 | -16 | -5 | 2.6 | -2 | -22 | 7 | -1
COc1ccc2ccccc2c1/C=N/NC(=O)c1sc(N)c(C#N)c1C | -3 | / | -1 | 1.7 | 20 | -181 | / | 17*
O=C(NCC(=O)N1CCOCC1)c1ccc(Cl)c(Cl)c1 | 5 | 12 | -8 | -0.4 | -13 | -3 | 15 | -1
CCOC(=O)c1sc(-c2ccccc2)cc1NC(=O)CSc1nnnn1C | -9 | -1 | -2 | -2.7 | -4 | -73 | -4 | -11
CCOC(=O)C1CCN(S(=O)(=O)c2cc3c4c(c2)C(C)C(=O)N4CCC3)CC1 (centres undefined) | 5 | -16 | 2 | -1.7 | 0 | 6 | 6 | 2
c1cnc2ccc(C(c3nnnn3C3CCCCC3)N3CCCCC3)cc2c1 (centres undefined) | -11 | -6 | 3 | -1.0 | -4 | 16 | -6 | -2
CC(C)N1CCOC1c1ccccc1 (centres undefined) | 0 | / | -5 | 0.8 | 1 | 13 | / | 1
N#Cc1ccsc1NC(=O)COC(=O)c1ccc(Br)o1 | -8 | 2 | 0 | 1.0 | 18 | -38 | 0 | -2
CCOC(=O)N1CCN(c2ncnc3c2[nH]c2ccc(F)cc23)CC1 | -11 | -4 | 4 | 98* | 14 | -494 | -2 | 0
CS(=O)(=O)N1CCCC(c2nc(-c3ccc(S(=O)(=O)NCc4ccccc4)cc3)no2)C1 (centres undefined) | -2 | -5 | -2 | 11 | 4 | 0 | 0 | 4
COc1cccc(N2C(=O)c3ccncc3C2=O)c1 | -10 | -7 | -5 | 2.5 | 2 | 19 | 0 | -1
COCCNCC(=O)C12CC3CC(CC(C3)C1)C2 | -5 | -7 | -9 | 0.5 | -30 | 12 | -1 | /
Cc1ccc(N(CC(=O)NCCSCc2ccco2)S(C)(=O)=O)cc1 | -6 | -21 | -10 | -0.2 | 2 | 3 | -6 | -3
CCOc1ccc(C(=O)N/N=C/c2ccc(-c3ccc(S(=O)(=O)Nc4ncccn4)cc3)o2)cc1 | -7 | -17 | -4 | -0.9 | -13 | -341 | 2 | -7
CC(C)C[C@@H](CSc1ccccc1)N1CCN(C)CCC1=O | -2 | -6 | -2 | 0.8 | 0 | 3 | -5 | -2
COc1ccc(F)cc1C(=O)C1CCCN(Cc2c[nH]c3ccccc23)C1 (centres undefined) | 1 | -8 | -1 | 3.8 | 12 | 9 | 4 | -1
Clc1ccc(CSc2cc3c(nn2)-c2ccccc2CC3)cc1Cl | 11 | -1 | 6 | 4.4 | 7 | 4 | 0 | -5
O=C(OCC(=O)N1CCc2ccccc21)c1ccc(Br)o1 | 5 | -11 | -5 | -1.1 | 0 | 4 | -6 | 0
COc1ccc(CN2CCC(CO)(Cc3ccccc3)CC2)cc1Cn1cccn1 | 1 | -15 | -9 | 0.2 | -10 | 9 | 5 | 1
CN1C(=O)c2cccc(NC(=O)Cc3ccccc3)c2C1=O | -4 | -1 | -1 | -0.1 | -1 | -382 | -3 | -1
CCCOP(=O)(c1ccccc1)c1ccccc1 | 2 | -7 | -10 | -7.5 | -10 | 8 | -3 | -2
Cc1ccc2oc3c(c(=O)c2c1)C(c1cccs1)N(CCCN(C)C)C3=O (centres undefined) | -6 | / | 3 | -3.6 | 4 | -39 | / | -13
CCOC(=O)c1c(C)c(-c2ccccc2)n(CC(=O)NCCC(C)C)c1C | -2 | -16 | -4 | 2.5 | -13 | -4 | 0 | -4
COc1cc(Br)c(S(=O)(=O)Nc2c(C)n(C)n(-c3ccccc3)c2=O)cc1OC | 7 | 2 | -8 | -1.6 | -7 | 1 | -2 | 2
C(=N\Nc1nc2ccccc2[nH]1)/c1ccc2ncccc2c1 | -20 | -25 | 14 | 0.7 | -3 | -398 | 31 | 0
O=C(CCOc1ccc(F)cc1)Nc1nccs1 | -1 | -1 | 6 | -0.3 | 5 | 14 | 8 | -1
CCOc1cccc(NC(=O)C2CCCN(S(=O)(=O)c3ccc(OC)cc3)C2)c1 (centres undefined) | -12 | 14 | 14 | -1.1 | 20 | 13 | 2 | -7
COc1cc(=O)[nH]c(=O)n1CC(=O)c1ccccc1 | 2 | -11 | -7 | 0.4 | 2 | 18 | -1 | 0
COc1ccc(NC(=O)CSc2nnc(-c3cccnc3)n2C)cc1 | -3 | 5 | -4 | 0.5 | -11 | 27 | -1 | 0
CCOc1ccc(NC(=O)CN(C)C(=O)c2ccccc2OCc2c(C)noc2C)cc1OCC | -7 | -10 | 1 | 0.3 | 3 | 6 | 0 | 1

Entries of single compounds from above. Screens in order: ATG4B inh	SENP6 block	HKDC1 inhibitor	MPTP inh	PfG6PD inh	SENP8 inh	SENP7 block	NR3A LBD binder
`CCc1cc2c(=O)c(-c3nc4ccccc4[nH]3)coc2cc1OC(=O)N1CCOCC1` across the screens: 3	-16	-5	2.6	-2	-22	7	-1
`CCOC(=O)c1c(C)c(-c2ccccc2)n(CC(=O)NCCC(C)C)c1C` across the screens: -2	-16	-4	2.5	-13	-4	0	-4
`CCOC(=O)N1CCN(c2ncnc3c2[nH]c2ccc(F)cc23)CC1` across the screens: -11	-4	4	98*	14	-494	-2	0
`COc1ccc(NC(=O)CSc2nnc(-c3cccnc3)n2C)cc1` across the screens: -3	5	-4	0.5	-11	27	-1	0
`CCOc1ccc(C(=O)N/N=C/c2ccc(-c3ccc(S(=O)(=O)Nc4ncccn4)cc3)o2)cc1` across the screens: -7	-17	-4	-0.9	-13	-341	2	-7

Arranged by value in SENP6 block (ascending): some entries from above
| SMILES | ATG4B inh | SENP6 block | HKDC1 inhibitor | MPTP inh | PfG6PD inh | SENP7 block | NR3A LBD binder |
| --- | --- | --- | --- | --- | --- | --- | --- |
| CCOC(=O)C1CCN(S(=O)(=O)c2cc3c4c(c2)C(C)C(=O)N4CCC3)CC1 (centres undefined) | 5 | -16 | 2 | -1.7 | 0 | 6 | 2 |
| CS(=O)(=O)N1CCCC(c2nc(-c3ccc(S(=O)(=O)NCc4ccccc4)cc3)no2)C1 (centres undefined) | -2 | -5 | -2 | 11 | 4 | 0 | 4 |
| CN1C(=O)c2cccc(NC(=O)Cc3ccccc3)c2C1=O | -4 | -1 | -1 | -0.1 | -1 | -3 | -1 |

Next part:
structure | ATG4B inh | SENP6 block | HKDC1 inhibitor | MPTP inh | PfG6PD inh | SENP8 inh | SENP7 block | NR3A LBD binder
COc1ccc(C)cc1NC(=O)NC(C)c1ccc2c(c1)OCO2 (centres undefined) | 4 | -5 | 2 | 0.0 | 11 | 9 | -12 | -1
CC(=O)Nc1ccc(NC(=O)COC(=O)c2n[nH]c3ccccc23)cc1 | -5 | -8 | -1 | 0.2 | -20 | 12 | 3 | 7
O=C(O)CSCC(=O)N1CCc2c([nH]c3ccccc23)C1C(F)(F)F (centres undefined) | -9 | -8 | -2 | -0.4 | -5 | 14 | -3 | -1
Cc1c(NC(=O)Nc2ccc(C(C)(C)C)cc2)c(=O)n(-c2ccccc2)n1C | 0 | -31 | -3 | -0.1 | -7 | 14 | -9 | 1
O=C(NCC(=O)N(c1ccc2c(c1)OCO2)C(C(=O)NC1CCCC1)c1ccncc1)c1ccco1 (centres undefined) | 4 | -5 | 3 | 0.6 | 37 | 31 | -4 | 2
CN(C)C(CNC(=O)c1ccc(NS(=O)(=O)c2ccc3[nH]c(=O)[nH]c3c2)cc1)c1ccccc1 (centres undefined) | 8 | -28 | -2 | -0.3 | -5 | 16 | 9 | -2
COc1ccc(CCC2(C)NC(=O)NC2=O)cc1 (centres undefined) | 6 | 2 | -8 | 1.3 | 4 | 13 | 5 | 1
CC(=O)OC(c1nc2ccccc2c(=O)n1C1CC2(OC1=O)c1ccccc1N1C(=O)C(C)(C)N(O)C12)C(C)C (centres undefined) | -28 | -8 | -4 | 0.4 | -10 | 20 | -4 | -2
COC(=O)CCC(=O)OC1(C)C(=O)C2=CN(Cc3ccc4c(c3)OCO4)C(c3ccc(OC)cc3)=CC2=C(Br)C1=O (centres undefined) | 2 | 12 | 40* | -1.2 | 67* | -175 | -9 | -7
Cc1nc(N2CCOCC2)nc(N2CCCC2)c1[N+](=O)[O-] | 32 | 3 | -12 | 0.4 | -5 | 17 | -7 | 1
c1ccc2c(c1)CCN(c1nc3cc4c(cc3s1)OCO4)C2 | 11 | 88* | 1 | 0.3 | 51 | -82 | 96* | 2
CSc1ncccc1C(=O)OCC(=O)NC(N)=O | 2 | -8 | 5 | -0.6 | -5 | 10 | 3 | -1
CN(CC(=O)NCc1ccccn1)S(=O)(=O)c1ccc2ccccc2c1 | 0 | 7 | 7 | -1.2 | -4 | 22 | -1 | 1
Cc1ccc(CN2CCN(CC3CC4C=CC3C4)CC2)cc1 (centres undefined) | 6 | -12 | -7 | -0.3 | -4 | 23 | -6 | 1
Cc1[nH]c(=O)[nH]c(=O)c1S(=O)(=O)N1CCN(c2ccccc2)CC1 | -6 | 1 | -1 | 0.0 | -5 | 6 | 3 | 0
O=C(NCc1ccco1)c1cccn2c(=O)c3sccc3nc12 | -9 | -4 | 8 | 4.7 | 6 | -276 | 4 | 1
CSCC(=O)NC1CCCc2c1cnn2-c1cc(F)cc(F)c1 (centres undefined) | 1 | -5 | -6 | 1.0 | -4 | -1 | 0 | -5
Cc1ccc(C(=O)Nc2c(-c3cccs3)nc3cc(C)ccn23)cc1 | 7 | 7 | -8 | -0.1 | 10 | 9 | 5 | -1
CCc1noc(C)c1C(=O)Nc1ccc(S(=O)(=O)N2CCC(C)CC2)cc1 | -6 | -6 | 0 | 0.3 | 8 | 2 | -6 | 3
COc1ccc(CCNC(=O)c2cc(=O)[nH]c3ccc(Br)cc23)cc1OC | -17 | -8 | -4 | 0.2 | -2 | -5 | 3 | 1
Cc1c(NS(=O)(=O)c2ccccc2F)c(=O)n(-c2ccccc2)n1C | 0 | -28 | 0 | 0.0 | -19 | 20 | -13 | -1
CC1(C)C2CCC1(CS(=O)(=O)NCc1ccc(S(N)(=O)=O)cc1)C(=O)C2 (centres undefined) | -4 | -2 | 2 | 0.4 | 6 | 8 | -1 | 1
